# From PubChem BioAssay
# yeast sgs1 mgt1: NCI yeast anticancer drug screen, S. cerevisiae sgs1 mgt1 strain | growth inhibition, % at 50 µM | 78,000 tested, 10% active | AID 161, 2004;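 further: 0% = growth of vehicle-only cultures of the same strain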
#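 Yeast cells carrying a defined DNA-repair defect were exposed to test compounds. Growth inhibition was measured relative to vehicle-treated controls.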
# yeast rad50: NCI yeast anticancer drug screen, S. cerevisiae rad50 strain; % growth inhibition at 50 µM; 79,000 tested, 10% active;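 further: 0% = growth of vehicle-only cultures of the same strain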
#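 DNA repair mutant yeast, compound exposure, growth read-out; inhibition is taken relative to vehicle.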
# mlh1 rad18: NCI yeast anticancer drug screen, S. cerevisiae mlh1 rad18 strain. % growth inhibition at 50 µM. 79,000 tested, 11% active;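 further: 0% = growth of vehicle-only cultures of the same strain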
#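 Vehicle-treated cultures served as the reference for growth inhibition in a yeast strain carrying DNA damage repair alterations exposed to each compound.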
# yeast cln2 rad14: NCI yeast anticancer drug screen, S. cerevisiae cln2 rad14 strain; growth inhibition, % at 50 µM; 78,000 tested, 8.3% active;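 further: 0% = growth of vehicle-only cultures of the same strain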
#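 Test compounds were added to cln2 rad14 yeast cultures; inhibition of growth was then determined by comparison with vehicle treatment.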
# bub3: NCI yeast anticancer drug screen, S. cerevisiae bub3 mutant strain; growth inhibition, % at 50 µM; 78,000 tested, 9.9% active; AID 167, 2004;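 further: 0% = growth of vehicle-only cultures of the same strain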
#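 In this screen, a yeast mutant lacking normal mitotic checkpoint function is challenged with compound. Relative growth versus vehicle gives the inhibition value.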
# mec2-1: NCI yeast anticancer drug screen, S. cerevisiae mec2-1 strain | AID 157, 2004 | 79,000 tested, 9% active | % growth inhibition at 50 µM;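 further: 0% = growth of vehicle-only cultures of the same strain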
#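 mec2-1 yeast strain, carrying an alteration in DNA damage repair or cell cycle control, was exposed to compounds; growth inhibition was measured relative to vehicle-treated controls.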
# An asterisk follows results filed as active; · = no result given; & = joins results of further samples; ! = a repeat was not active. No stated cut-off is given here; in the data, active means growth inhibition above about 70%; inactive means the rest.
canonical_smiles,yeast sgs1 mgt1,yeast rad50,mlh1 rad18,yeast cln2 rad14,bub3,mec2-1
NC(=S)N/N=C/c1ccc2oc3ccccc3c2c1,50.9,35.0,42.8,26.1,14.9,22.9
CC(C)=CCCC(C)O (centres undefined),-14.2,-9.9,1.6,8.6,21.2,-14.8
C/C=C/C1N(C)CCCN1C,-7.2,-2.0,8.6,18.0,-25.9,-7.5
CSc1ccc(NC(=O)CCl)cc1,41.2,19.4,22.3,6.8,59.3,4.5
CCOCCC(=O)OCCCl,13.3,29.2,22.9,10.1,15.7,9.4
CCOC(=O)N1c2ccccc2C(C)=CC(C)C1C (centres undefined),-2.2,-15.5,-32.5,-15.7,28.4,-5.7
O=C(COc1cc(Cl)c(Cl)cc1Cl)Nc1c(Cl)cc(Cl)cc1Cl,-2.8,2.5,22.7,-18.6,-2.1,5.8
C=CC(C)(C)NC(C(=O)N1CCC[C@H]1c1nc(-c2nc(C(=O)OCC=C(C)C)c(C)o2)c(C)o1)C(C)C (some centres undefined),15.6,-4.2,-2.9,-11.3,3.0,-10.7
COC(=O)C(CC1=C(O)Nc2ccccc2N1)/C(=N/NC(N)=O)C(=O)Nc1ccccc1C (centres undefined),13.6,11.4,-46.4,-17.6,-5.5,9.0
CC(=O)OCC(C)Cc1cc2c(cc1Br)OCO2 (centres undefined),91.3*,31.6,78.8*,4.7,19.8,3.8
COc1ccc(OC)c2c3c(ccc12)C1(CCc2c(C)cccc21)OC3=O (centres undefined),20.6,30.9,16.6,43.5,34.0,17.6
CC1=CC(=C(c2ccc(N)c(C)c2)c2ccc(N)c(C)c2)C=CC1=N,83.7*,85.2*,84.8*,74.5*,89.8*,89.6*
CN(C)Cc1cc(C(C)(C)C)cc(Cl)c1O,14.3,36.5,11.4,17.7,-19.6,7.3
CC1CCC2(OC2(C)C)C(=O)C1 (centres undefined),-6.5,-3.1,-0.6,-16.9,20.1,-6.7
NC(=O)CNC(=O)CN1C(=O)c2ccccc2C1=O,-13.1,9.1,-4.2,8.7,2.1,-14.6
O=S(=O)(Nc1ccccc1)c1ccccc1C=C(c1ccccc1)c1ccccc1,86.5*,85.1*,85.8*,80.3*,80.3*,86.0*
CC(=O)Oc1c(C)c2c(O)c3c1C1=C(OCOC1=C(C)C3=O)/C(C)=C\C(C)(O)C(O)C(C)C(O)C1C(=O)OC(C(C)C1O)C(C)(O)/C=C/C=C(C)C(=O)N2 (centres undefined),-10.4,16.2,5.5,8.9,9.7,3.6
Oc1ccc(-c2nc(-c3cccnc3)c(-c3ccc(Cl)cc3)[nH]2)cc1,19.9,3.2,81.7*,12.8,39.6,-19.2
O=NNc1nc(-c2cccnc2)nc2ccccc12,16.6,-3.0,-2.5,-10.3,-2.1,10.0
COc1ccc(N)cc1S(=O)(=O)O,-31.9,-23.1,-28.1,-48.3,-1.6,0.3
Cc1ccc(-c2nc3ccccc3c(=O)o2)cc1,-6.0,11.4,14.3,-8.6,4.8,-9.1
COc1cc(C(=O)[O][Sn]([c]2ccccc2)([c]2ccccc2)[c]2ccccc2)cc(OC)c1OC,98.5*,98.6*,98.3*,89.2*,97.0*,99.2*
COc1cc(/C=C/C(C)=O)ccc1OP(=O)(O)O,-29.8,-22.4,7.7,0.1,-32.1,-24.4
NC(=O)c1c([N+](=O)[O-])cc(C(F)(F)F)cc1[N+](=O)[O-],98.4*,97.8*,97.8*,84.3*,93.1*,97.2*
O=C(NN1C(=O)CS(=O)(=O)C1c1ccc(Cl)c(Cl)c1)c1ccncc1 (centres undefined),-4.5,16.6,8.2,21.4,-14.3,19.2
COC(=O)c1ccc(-c2ccccc2)cc1,98.0*,82.3*,96.8*,44.2,96.0*,99.2*
O=C(/C=C/c1ccc(Cl)c(Cl)c1)c1ccccc1,-7.9,-7.1,-59.4,-16.9,35.0,-52.9
O=C(O)CC1c2ccc3ccccc3c2CCC1c1ccccc1 (centres undefined),99.7*,99.6*,99.5*,99.5*,99.5*,99.6*
O=C(O)c1cccc(F)n1,-1.8,-0.5,-1.9,3.1,-0.7,2.0
COc1cc(C(NC(N)=O)c2cc3c(cc2OC(C)=O)OCO3)cc(OC)c1OC (centres undefined),0.7,11.2,13.0,17.6,-2.2,5.7
CCCCCCCCCCCCCC(=O)OCC1CO1 (centres undefined),-0.5,-8.4,6.8,3.0,0.8,-3.9
NNc1nc2ccccc2s1,72.5*!,47.8&1.3,88.2*!,8.6&0.6,89.6*!,42.6&-37.0
Cc1[nH]c(=O)[nH]c(=O)c1CCO,-4.2,-8.9,-13.4,-29.4,-28.3,-2.6
O=C1/C(=C/c2ccccc2)CN(C(=O)/C=C/c2ccccc2)C/C1=C\c1ccccc1,-52.0,-23.6,-33.2,-8.2,-11.6,-19.8
Cn1nc(-c2ccccc2)c2c(/C=C/c3ccc(F)cc3)onc2c1=O,8.6,-14.4,-15.3,8.3,0.1,-17.9
CCOc1ccc(/C(C)=N/NC(N)=S)cc1,7.6,0.5,3.8,-2.8,-15.1,0.5
Cc1[nH]ccc(=O)c1OC(=O)C12CC3CC(CC(C3)C1)C2,36.0,15.8,23.0,19.2,2.7,16.6
Cc1ccc2nc(N3C(=O)CSC3=S)sc2c1,4.5,-42.0,-31.9,-19.6,-10.9,-33.4
O=C(CN=Cc1ccccc1O)NCc1ccccn1,10.7,-10.7,21.3,10.1,-21.9,-5.9
Clc1ccc(N=c2ccn3ccccc3c2)cc1Cl,-2.1,-2.6,-12.6,-19.1,-20.5,4.0

# Three compounds from above, arranged by formula weight, rising.
canonical_smiles,yeast sgs1 mgt1,yeast rad50,mlh1 rad18,yeast cln2 rad14,bub3,mec2-1
COc1cc(/C=C/C(C)=O)ccc1OP(=O)(O)O,-29.8,-22.4,7.7,0.1,-32.1,-24.4
O=C(/C=C/c1ccc(Cl)c(Cl)c1)c1ccccc1,-7.9,-7.1,-59.4,-16.9,35.0,-52.9
NC(=O)c1c([N+](=O)[O-])cc(C(F)(F)F)cc1[N+](=O)[O-],98.4*,97.8*,97.8*,84.3*,93.1*,97.2*

# Single records, from the list above.
# `COc1cc(C(=O)[O][Sn]([c]2ccccc2)([c]2ccccc2)[c]2ccccc2)cc(OC)c1OC` in the list: yeast sgs1 mgt1 = 98.5*; yeast rad50 = 98.6*; mlh1 rad18 = 98.3*; yeast cln2 rad14 = 89.2*; bub3 = 97.0*; mec2-1 = 99.2*
# `COc1cc(/C=C/C(C)=O)ccc1OP(=O)(O)O` in the list: yeast sgs1 mgt1 = -29.8; yeast rad50 = -22.4; mlh1 rad18 = 7.7; yeast cln2 rad14 = 0.1; bub3 = -32.1; mec2-1 = -24.4

# (listing goes on)
canonical_smiles,yeast sgs1 mgt1,yeast rad50,mlh1 rad18,yeast cln2 rad14,bub3,mec2-1
CCOC(=O)CCCCC(=O)NNC(=O)CCCCC(=O)OCC,0.1,5.5,-2.1,-13.8,-2.1,-2.5
C=CCNC(=S)/N=C/C(C(=O)Nc1ccccc1OC)=C(\C)O,-27.3,-17.4,-16.3,-9.8,-34.5,-19.2
CC(=O)OC1CCC2C3CCc4cc(OC(=S)N(C)C)ccc4C3CCC12C (centres undefined),22.1,27.9,36.6,10.7,7.5,30.4
O=C(O)c1c2c(nc3ccccc13)CCC2,6.3,2.5,-8.4,-14.5,12.2,-9.8
CC(=O)NNc1nc(C)c(C(=O)NNC(=O)C(=O)Nc2ccc(Cl)c([N+](=O)[O-])c2)s1,69.2,70.6*,50.4,51.6,55.9,20.9
COC(=O)C(CO)NC(=O)C(CC(C)C)NC(=O)C(CC(C)C)NC(=O)OCc1ccccc1 (centres undefined),16.6,34.6,13.2,11.6,-5.1,4.5
C1OC1CO[C@H]1CO[C@H]2[C@@H]1OC[C@@H]2OCC1CO1 (some centres undefined),8.1,-9.3,2.2,-30.5,18.1,-2.4
O=C1c2ccccc2C(=O)c2[nH]cnc21,45.7,59.8,45.5,24.1,22.8,21.4
CC(Sc1ccccc1)C(CO)(CO)[N+](=O)[O-] (centres undefined),28.4,-15.1,28.4,9.4,-14.6,1.8
N#Cc1ccc2c(c1)Sc1ccccc1N2,-2.9,7.5,21.7,-43.4,-31.0,3.0
[N-]=[N+]=Nc1c([N+](=O)[O-])c(Cl)nc2ccccc12,92.0*,86.0*,88.2*,90.5*,90.6*,90.7*
NC(=O)C[n+]1cccc(C(N)=O)c1,-0.1,9.6,12.7,-25.1,-5.2,-4.1
CCOC(CCC(=O)O)OCC,-0.6,10.1,40.7,4.7,-7.2,-2.1
CN(C)CCC(=O)c1ccc(O)cc1,3.2,4.6,-9.4,-22.2,-14.8,8.7
Cc1cc2nncn2c2nnnn12,8.4,13.0,-2.0,-12.4,2.9,0.9
O=C1NC(=O)C2C3CCC(C3)C12 (centres undefined),-7.7,13.6,0.4,-41.8,4.7,-6.2
CC(=O)COc1ccccc1[N+](=O)[O-],8.2,9.7,15.8,8.9,1.3,0.0
c1ccc(-c2nc3ccccc3nc2-c2ccc(Cc3ccc(-c4nc5ccccc5nc4-c4ccccc4)cc3)cc2)cc1,15.4,39.5,25.1,21.2,-6.5,19.1
C=CCOC(=O)CCCCC,2.6,5.0,0.8,7.9,-3.6,-2.7
O=C1NC(=O)C2CCC12 (centres undefined),1.4,1.9,18.2,-20.7,8.9,-4.2
CCN(CC)C1=NS(=O)(=O)c2ccccc2C(SC)=C1C,-7.2,4.4,-17.0,-1.9,-20.9,2.5
CN=C(N)SCCSC(N)=NC,0.2,-12.3,-5.2,-13.5,11.5,-18.2
C[C@]12CC[C@@H]3c4ccc(O)cc4CC[C@H]3[C@@H]1CC[C@@H]2OC(=O)CCc1ccccc1,26.3,35.1,31.1,28.5,-2.4,9.8
C[C@@H]1C[C@H](C)OC(CO)O1 (some centres undefined) (tested in a mixture with another compound),0.2,13.4,19.3,12.2,-12.6,-1.3
COc1ccc(Nc2nc3c([nH]2)c(=O)n(C)c(=O)n3C)cc1,-11.3,-15.6,13.3,6.9,-1.3,5.1
O=C(c1ccccc1)c1nc2c(Cl)ccc(Cl)c2cc1C(Br)Br,44.0,37.1,44.1,45.2,38.1,20.8
NCCn1[nH]c(=O)c2ncccc2c1=O,-4.5,-59.0,-14.9,-49.1,-6.6,-27.6
CCN(CCOC)C(C(=O)c1ccccc1)c1ccccc1 (centres undefined),-2.9,-11.0,-0.7,1.6,4.1,-7.3
N#C/C(=C\C1CC(Br)CC(Br)C1O)C1CCC([N+](=O)[O-])CC1 (centres undefined),5.4,2.9,5.8,6.7,-2.4,-30.7
CCOC(=O)CNC(=O)C(Cc1ccccc1)NC(=O)c1ccccc1N (centres undefined),9.9&-0.1,12.7&14.0,4.2&7.2,-6.3&-5.4,4.5&8.7,-2.6&-1.7
C/C=C/C1OCC(c2ccccc2)O1 (centres undefined),-14.0,-0.1,-3.8,-22.0,-23.2,6.5
CC/C(=C\c1ccc(Cl)cc1)c1ccncc1,99.1*,99.2*,99.2*,99.0*,99.2*,99.5*
S=c1nc(NCc2ccccc2)[nH]c2[nH]ncc12,-1.6,-6.5,-2.5,-17.2,-21.0,-17.2
CCCCCCCCCCC(CO)CCCCCCCC (centres undefined),5.8,-14.8,4.0,-1.6,-9.4,8.8
O=C(C[n+]1cccc2cccc(O)c21)c1ccc2ccccc2c1,18.8,6.6,2.7,26.6,1.1,7.6
CCC(CC(N)=O)C(C#N)(C#N)C(N)=O (centres undefined),-4.0,12.9,4.0,-2.9,7.1,5.0
COC(=O)c1ccccc1NC(=O)Nc1ccccc1,3.2,3.1,8.3,-14.9,4.2,9.3
O=C(CC1(O)C(=O)Nc2ccc(Br)cc21)c1ccc2c(c1)OCO2 (centres undefined),11.4,2.7,-1.1,-6.5,36.5,5.3
CCOc1ccc(NC(=O)/C(CC(=O)c2sc(Nc3ccc(C)cc3)nc2C)=N\NC(N)=S)cc1,8.9,-33.3,-35.5,-49.6,-11.4,3.1
O=C(/C=C/c1c(-c2ccccc2)[nH]c2ccccc12)c1cccc([N+](=O)[O-])c1,42.0,43.0,36.2,20.9,19.9,17.1
Cc1cc(O)c(C(c2ccc3c(c2)OCO3)c2c(O)cc(C)[nH]c2=O)c(=O)[nH]1,-4.3,31.1,-34.0,-1.1,0.0,17.2
CCOC(=O)/C=C(\C)Nc1ccc(F)cc1,·,-0.5,14.2,·,·,-17.6
C/C(Cc1ccccc1)=N\NS(=O)(=O)c1ccc(C)cc1,35.9,44.4,34.6,8.8,1.1,-2.1
